rTrxR1 inhibitor: qHTS Assay for Inhibitors of Mammalian Selenoprotein Thioredoxin Reductase 1 (TrxR1): qHTS. Thioredoxin reductase 1, cytoplasmic (Rattus norvegicus), O89049. AID 588453, 2011. recombinant rTrxR1, NADPH fluorescence consumption, selenite substrate. Potency, µM (titrated, usually from 114 µM), inactives show at the highest dose activity change, negative = inhibition, usual class: inhibitors. 390,000 tested, 1% active; also: % is scaled to controls: 0 for no effect and ±100 for the full control effect; nearly all actives have a fitted effect of over 65% in size
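Rat TrxR1 (90 nM in the dispensed reagent) was pre-reduced with 400 uM NADPH for 5 min at room temperature, then incubated with compound for 15 min. After 400 uM selenite was added, NADPH fluorescence (Ex 340/Em 450 nm) was followed for 8 min.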
IDH1 R132H inh: qHTS for Inhibitors of mutant isocitrate dehydrogenase 1 (IDH1): qHTS | Isocitrate dehydrogenase [NADP] cytoplasmic (Homo sapiens), O75874 | IDH1-R132H enzyme, NADPH consumption, diaphorase/resazurin fluorescence | Potency, µM (top dose mostly 76.6 µM), without a hit: top-dose activity change, negative = inhibition, actives largely listed as inhibitors | 390,000 tested, 0.093% active; also: % is scaled to controls: 0 for no effect and ±100 for the full control effect; nearly all actives have a fitted effect of over 65% in size
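IDH1-R132H (0.5 ug/mL) preincubated 30 min with compound, then NADPH (0.016 mM) and alpha-KG (2 mM) added; 80 min at RT, pH 7.5. Remaining NADPH coupled via diaphorase/resazurin to fluorescence (540/590 nm); concentration-response curves normalized to no-enzyme control.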
Vif-A3G inh: qHTS for Inhibitors of Vif-A3G Interactions: qHTS; AID 602310, 2012; DNA dC->dU-editing enzyme APOBEC-3G (Homo sapiens), Q9HC16; Potency, µM (titrated, usually from 46.1 µM), without a hit: top-dose activity, negative = active, hits mostly inhibitors; 410,000 tested, 0.076% active; HeLa A3G-eYFP + Vif (tagged APOBEC3G with the HIV-1 protein that degrades it), YFP fluorescence, overnight;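 also: % is scaled to controls: 0 for no effect and ±100 for the full control effect; nearly all actives have a fitted effect of over 60% in size; hits raise eYFP signal because A3G escapes Vif-driven loss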
Target sequence (Q9HC16 whole entry, looked up): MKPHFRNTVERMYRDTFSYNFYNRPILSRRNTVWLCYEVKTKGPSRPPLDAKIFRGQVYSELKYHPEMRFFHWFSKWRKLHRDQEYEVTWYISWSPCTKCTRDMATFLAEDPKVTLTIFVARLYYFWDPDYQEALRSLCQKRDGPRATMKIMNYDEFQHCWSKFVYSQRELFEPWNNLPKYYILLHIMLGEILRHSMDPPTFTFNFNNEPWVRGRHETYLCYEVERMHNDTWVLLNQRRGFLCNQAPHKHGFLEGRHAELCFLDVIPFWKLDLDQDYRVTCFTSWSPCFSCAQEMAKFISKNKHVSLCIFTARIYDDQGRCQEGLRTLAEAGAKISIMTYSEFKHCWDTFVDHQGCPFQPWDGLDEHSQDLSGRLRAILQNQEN
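HeLa cells stably expressing Vif and C-terminally eYFP-tagged A3G, seeded overnight at 37 deg C, then exposed to compound by pintool overnight at 37 deg C. Rise in yellow fluorescence (Ex 488/Em 500-530, Acumen) marks blocked Vif-driven A3G degradation.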
12-LOX inh: Primary qHTS assay for inhibitors of human arachidonate 12S-lipoxygenase (ALOX12): Round 2; purified 12hLO, xylenol orange hydroperoxide absorbance; Potency, µM (highest dose often 108 µM), for inactives: at the top dose activity change, negative = inhibition, usual class: inhibitors; 580,000 tested, 1.1% active; Polyunsaturated fatty acid lipoxygenase ALOX12 (Homo sapiens), P18054; also: % is scaled to controls: 0 for no effect and ±100 for the full control effect
Target sequence (P18054 whole entry, looked up): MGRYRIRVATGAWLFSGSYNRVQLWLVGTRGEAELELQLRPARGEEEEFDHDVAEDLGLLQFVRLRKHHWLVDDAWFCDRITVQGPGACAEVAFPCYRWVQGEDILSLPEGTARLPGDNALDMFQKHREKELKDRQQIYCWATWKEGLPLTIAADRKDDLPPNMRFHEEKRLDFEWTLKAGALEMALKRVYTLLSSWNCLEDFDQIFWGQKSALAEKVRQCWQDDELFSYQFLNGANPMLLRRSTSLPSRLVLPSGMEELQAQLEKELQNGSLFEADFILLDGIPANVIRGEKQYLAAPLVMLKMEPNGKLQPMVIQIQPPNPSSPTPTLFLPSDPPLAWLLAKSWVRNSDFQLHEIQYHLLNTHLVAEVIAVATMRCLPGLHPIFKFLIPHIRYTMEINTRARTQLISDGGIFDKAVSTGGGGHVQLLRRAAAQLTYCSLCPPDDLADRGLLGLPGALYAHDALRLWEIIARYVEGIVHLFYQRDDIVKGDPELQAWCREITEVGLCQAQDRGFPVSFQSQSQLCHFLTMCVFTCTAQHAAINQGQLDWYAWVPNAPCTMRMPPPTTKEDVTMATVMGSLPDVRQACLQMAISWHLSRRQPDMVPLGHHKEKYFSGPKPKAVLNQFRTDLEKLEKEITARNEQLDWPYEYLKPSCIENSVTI
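Purified human 12hLO at 150 nM in 25 mM Hepes, 0.01% Triton X-100, pH 7.0, preincubated 15 min at room temperature with compound. Reaction started with 40 uM arachidonic acid, 30 min at room temperature. Hydroperoxide measured by Fe-xylenol orange, 573/405 nm absorbance ratio.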
RGS4 inhibitor: Inhibitors of Regulator of G Protein Signaling (RGS) 4: qHTS. Transcreener GDP fluorescence polarization, RGS4-accelerated GTP hydrolysis. Potency, µM (series often up to 114 µM), for inactives: at the highest dose activity change, negative = inhibition, most hits filed as inhibitors. 390,000 tested, 0.039% active. AID 504845, 2011; also: % is scaled to controls: 0 for no effect and ±100 for the full control effect; nearly all actives have a fitted effect of over 75% in size; some results filed as inactive show a strong effect at the top dose
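MLSMR compounds (23 nl, pin-transferred) preincubated 10 min at room temperature with a 500nM (2x) first reagent, then RGS4 at 900nM (2x) plus Transcreener GDP mix added; fluorescence polarization (620/688 nm) read before and after 90 min at 30 °C.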
Vif-APOBEC3F blk: qHTS for Inhibitors of Vif-A3F Interactions: qHTS | HeLa A3F-eYFP + Vif (tagged APOBEC3F with the HIV-1 protein that degrades it), YFP fluorescence increase | Potency, µM (doses to about 46.1 µM), for inactives: at the highest dose activity, negative = active | 390,000 tested, 0.2% active; also: % of control where 0% means no effect; nearly all actives have a fitted effect of over 65% in size
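Fluorescence increase (Ex 488/Em 500-530) after overnight compound treatment at 37 deg C flags inhibition of Vif-driven A3F-eYFP loss in stable HeLa A3F-eYFP/Vif cells seeded overnight beforehand.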
TrxR1 substrate: qHTS Assay for Substrates of Mammalian Selenoprotein Thioredoxin Reductase 1 (TrxR1): qHTS; 390,000 tested, 0.01% active; purified TrxR1 substrate turnover, NADPH consumption readout; Potency, µM (highest dose often 114 µM), inactives show at the highest dose activity change, negative = substrate turnover; Thioredoxin reductase 1, cytoplasmic (Rattus norvegicus), O89049; also: % is scaled to controls: 0 for no effect and ±100 for the full control effect; nearly all actives have a fitted effect of over 50% in size
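Rat TrxR1, dispensed at 90 nM, was prereduced with 400 uM NADPH (final) for 5 min at ~22 deg C, then incubated with compound 15 min before 400 uM selenite. A first-read NADPH fluorescence drop versus no-compound background flagged substrates.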
USP1-UAF1 inh: Inhibitors of USP1/UAF1: Primary Screen. Ubiquitin carboxyl-terminal hydrolase 1 (Homo sapiens), O94782. recombinant USP1/UAF1, Ub-Rhodamine cleavage fluorescence. Potency, µM (titrated, usually from 57.1 µM), for inactives: top-dose activity change, negative = inhibition, most hits filed as inhibitors. 390,000 tested, 0.23% active. AID 743255, 2014; also: % is scaled to controls: 0 for no effect and ±100 for the full control effect; nearly all actives have a fitted effect of over 60% in size; inactives centre near -12
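1 nM enzyme complex + cpd, 15 min RT; start with Ub-Rho 150nM final; kinetic fluorescence ex 480/em 540, 6 reads q60 s. Buffer 50mM HEPES pH 7.8, 0.5mM EDTA, 0.1 mg/ml BSA, 1mM TCEP, 0.01% Tween-20.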
RXFP1 ag: qHTS Assay for Agonists of the Relaxin Receptor RXFP1; HEK293T-RXFP1 cAMP TR-FRET, 30 min; response scale: percent of porcine relaxin response, buffer zero; Relaxin receptor 1 (Homo sapiens), Q9HBX9; Potency, µM (series often up to 57.5 µM), inactives show top-dose activation, usual class: activators; 370,000 tested, 0.3% active; also: % is scaled to controls: 0 for no effect and ±100 for the full control effect; nearly all actives have a fitted effect of over 60% in size; many of its hits are not listed in these tables
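HEK293 cells stably expressing RXFP1, treated 30 min at 37C with compounds plus PDE4 inhibitor Ro 20174; cAMP measured by HTRF TR-FRET. Normalized to buffer and 29 nM porcine relaxin; EC50 by Hill fit.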
Active calls of the source: *; ? = inconclusive; . = no result given; & = joins results of further samples; [ ] = remark or other dose. Calls follow the shape of the dose curve; as a rule, active = well fitted curve in the direction sought with a large enough effect; inconclusive = small, poorly fitted or top-dose-only effect, or another doubt; inactive = no such curve, though single readings can be large; an effect the other way counts as inactive or inconclusive. Potency is read from the fitted curve at half-maximal effect.

SMILES | rTrxR1 inhibitor | IDH1 R132H inh | Vif-A3G inh | 12-LOX inh | RGS4 inhibitor | Vif-APOBEC3F blk | TrxR1 substrate | USP1-UAF1 inh | RXFP1 ag
COc1ccc(NC(=O)COC(=O)c2cc(SC)ccc2Cl)c(OC)c1 | 5% | 1% | -7% | 4% | -22% | 0% | 15%[57.1 µM] | -13% | ?
C=C1CCC[C@]2(C)C[C@H]3OC(=O)C(CN4CC(C)OC(C)C4)[C@H]3C[C@@H]12 (stereo not given in full) | 9% | 5% | -20% | 0% | -9% | -12% | 8% | -8% | 1.4%
CCOC(=O)c1c(C)cccc1OCC(N)=O | 13%[57.1 µM] | 4% | 0% | 24% | -3% | 3% | 11%[57.1 µM] | -15% | -0.9%
COc1ccc(Nc2ncc(C(=O)Nc3cc(Cl)c(OC)cc3OC)c3ccccc23)cc1 | ? | -1% | -27% | -22% | 13% | -3% | 5% | -2% | -0.2%
CC(C)(C)c1nc2cc(Cl)c([N+](=O)[O-])cc2o1 | 8%[57.1 µM] | 2% | 1% | 1% | ? | 8% | -3%[57.1 µM] | -5% | 2.2%
Cc1nc(SCC(=O)Nc2c(C)n(C)n(-c3ccccc3)c2=O)c(C#N)c(C)c1C | 6% | 15% | 4% | -21% | -1% | -13% | 4% | -13% | 0.1%
O=c1[nH]cnc2c1[nH]c(=S)n2C1O[C@@H](CO)[C@H](O)[C@@H]1O (stereo not given in full) | -17% | . | 0% | . | -12% | . | 1% | . | .
CC(C)COc1ccc(S(=O)(=O)NNC(=O)c2cc3ccccc3o2)cc1 | 1% | 0% | 1% | 22µM* | -17% | -9% | -5% | -22% | -0.3%
C[C@@H]1CCCCO[C@@H](CN(C)CC2CCCCC2)[C@@H](C)CN([C@H](C)CO)C(=O)c2cc(NS(=O)(=O)c3ccc(Cl)cc3)ccc2O1 | . | 2% | -7% | ? | . | -2% | . | ? | .
O=C(O)/C=C1\CCCc2ccccc2C1O (stereo not given) | 2% | 1% | 0% | -2%&-3%&1% | 4% | -2% | -7% | -21% | -1.1%
COc1ccc(S(=O)(=O)Nc2ccccn2)cc1C | 13%[57.1 µM] | 11% | 4% | 2% | -11% | -7% | 5%[57.1 µM] | -6% | -1.5%
COc1cccc(OCC(O)CN2CCOCC2)c1 (stereo not given) | 9%[57.1 µM] | 5% | 2% | -1% | -10% | -3% | 13%[57.1 µM] | -23% | -0.3%
COC(=O)/C=c1/s/c(=C(\C#N)C(=O)NCc2ccco2)n(-c2ccc(C)cc2)c1=O | 6%[57.1 µM] | 6% | -6% | 0% | ? | ? | -9%[57.1 µM] | ? | -0.4%
O=C(c1ccco1)N1CCCN(Cc2cn[nH]c2-c2ccc(-c3ccccc3)cc2)CC1 | 15%[57.1 µM] | -2% | 0% | -19% | -2% | -14% | 7%[57.1 µM] | -26% | 3.6%
COc1ccc(Cn2c3ccc(OC)cc3c3nc4ccccc4nc32)cc1 | 10% | 0% | -5% | ? | 1% | ? | -1% | 8% | -0.4%
Cn1ncc2c(Nc3ccccc3Br)ncnc21 | -6% | 1% | 0% | 9% | -8% | 0% | -2% | -26% | 9.2%
CCOc1ccccc1NC(=O)C(=O)CC(=O)c1ccc(OC)cc1 | -8%[11.4 µM] | -18% | -6% | 0% | -20% | -6% | -3%[11.4 µM] | -7% | -2.0%
Cc1ccccc1C(=O)NC1CCN(CC(=O)Nc2ccc3c(c2)OCO3)CC1 | 12% | -2% | -2% | -3% | 1% | -1% | 3% | -21% | 0.7%
COc1ccc(-n2c(O)c(Cc3ccccc3)c(=O)n3nc(-c4ccccc4)c(=O)cc23)cc1 | ? | 4% | 3% | -24%[57.4 µM] | 4% | -11% | -11% | -17% | 8.7%
COc1cccc(NC(=O)N(C)C[C@H]2Oc3cc(Br)ccc3S(=O)(=O)N([C@H](C)CO)C[C@H]2C)c1 | . | 3% | -7% | -24% | . | 2% | . | -2% | .
CC1CCN(C(=O)Cn2c(=O)n(-c3ccc(Cl)cc3)c(=O)c3c4c(sc32)CCC4)CC1 | 21% | 1% | 1% | -4% | -6% | 1% | 5% | -9% | 26%
CCCCCCCn1c(NC(=O)CC)nc2ccccc21 | 23%[57.1 µM] | 20% | 0% | 215%[activator] | -7% | ? | 9%[57.1 µM] | -20% | 3.0%
O=[N+]([O-])c1cc2ncccc2c2ncccc12 | . | 14% | -4% | -13% | . | 0% | . | -5% | .
COc1ccc(C2=NOC(C(=O)Nc3cc(C)on3)C2)cc1 (stereo not given) | 31% | -2% | 1% | -4% | -4% | 1% | 0% | -4% | -0.1%
COc1cccc(NC(=O)CN(C)C(=O)c2ccc(N3CCOCC3)c([N+](=O)[O-])c2)c1 | 4%[57.1 µM] | -13% | 1% | -21% | 0% | -14% | 1%[57.1 µM] | -7% | 3.1%
CCN(CC)S(=O)(=O)c1ccc(/C(O)=C2/C(=O)C(=O)N(CCOC)C2c2ccccc2)cc1 (stereo not given) | 13%[57.1 µM] | -6% | 2% | 0% | 6% | -1% | -15% | -6% | -0.6%
COc1ccccc1CNC(=O)c1ccc(CS(=O)c2ccccc2Cl)o1 (stereo not given) | -6% | 10% | -4% | -18% | -3% | -9% | -1% | -8% | 4.3%
CCOC(=O)C1CCN(S(=O)(=O)c2c[nH]c(=O)[nH]c2=O)CC1 | 22% | -2% | 4% | 9% | -15% | 1% | 15%[57.1 µM] | -17% | 0.1%
COc1ccc(NS(=O)(=O)c2coc(C(N)=O)c2)cc1Cl | -4%[57.1 µM] | -3% | -13% | -9% | -18% | 1% | 3% | -7% | 2.4%
COCCN(C(=O)CSc1nnc(-c2cccc(F)c2)n1N)c1c(N)n(CC(C)C)c(=O)[nH]c1=O | 18% | -5% | 0% | 454%[activator] | 1% | 1% | 2% | -21% | -2.1%

One compound at a time, from the list above. Values in the order: rTrxR1 inhibitor	IDH1 R132H inh	Vif-A3G inh	12-LOX inh	RGS4 inhibitor	Vif-APOBEC3F blk	TrxR1 substrate	USP1-UAF1 inh	RXFP1 ag
COCCN(C(=O)CSc1nnc(-c2cccc(F)c2)n1N)c1c(N)n(CC(C)C)c(=O)[nH]c1=O in the list: 18%	-5%	0%	454%[activator]	1%	1%	2%	-21%	-2.1%
CC1CCN(C(=O)Cn2c(=O)n(-c3ccc(Cl)cc3)c(=O)c3c4c(sc32)CCC4)CC1 in the list: 21%	1%	1%	-4%	-6%	1%	5%	-9%	26%

The listing continues:
SMILES | rTrxR1 inhibitor | IDH1 R132H inh | Vif-A3G inh | 12-LOX inh | RGS4 inhibitor | Vif-APOBEC3F blk | TrxR1 substrate | USP1-UAF1 inh | RXFP1 ag
Cc1ccc(S(=O)(=O)N2CCC(C(=O)Nc3nnc(COc4ccccc4)s3)CC2)cc1 | 12% | 5% | -1% | 5% | -39% | -10% | 5% | -10% | -0.3%
COc1cccc(NC(=O)CCCn2nc(C)c3c(C)n(-c4ccccc4)nc3c2=O)c1 | 19%[57.1 µM] | -3% | -13% | 6% | 7%[56.9 µM] | -13% | 6%[57.1 µM] | -17% | 1.4%
Cc1ccc(N(C(=O)c2snc(C(N)=O)c2N)C(C(=O)NCC2CCCO2)c2ccc(C)o2)c(C)c1 (stereo not given) | 13% | -8% | -5% | ? | 4% | 12% | 56%[activator] | -20% | 2.3%
COc1cccc(NC(=O)CSc2nnnn2C2CCCC2)c1 | 9% | 4% | -1% | 1% | 2% | -15% | 2% | ? | 1.9%
O=C1c2ccccc2C(=O)N1CC(=O)N1c2ccccc2Sc2ccccc21 | 26%[57.1 µM] | 1% | 0% | 4% | -9% | 6% | 0%[57.1 µM] | -25% | 0.9%
O=C(COC(=O)Cc1ccc(F)cc1)Nc1ccc(Cl)cn1 | 21% | -4% | 2% | -14% | 18% | -1% | 1% | -13% | -0.1%
O=C1c2ccccc2C(=O)N1c1ccc(S(=O)(=O)N2CCCCC2)cc1 | -21% | -3% | 4% | 45%[activator] | 10% | 2% | -14% | -3% | 0.1%
CCc1ccc2oc(-c3ccc(NC(=O)c4cc(OC)c(OC)c(OC)c4)cc3)nc2c1 | 16% | -15% | 2% | -9% | -11% | 2% | 24% | -11% | 1.8%
CC(OC(=O)c1ccc(Cl)nc1)C(=O)NCc1ccc2c(c1)OCO2 (stereo not given) | -13% | 2% | 2% | 5% | 8% | -5% | -4% | 4% | -0.8%
COCn1c(-c2cccc(Br)c2)nc2ccccc21 | 5% | 2% | -8% | -25% | 18% | -23% | 6% | 3% | 1.6%

High-throughput results: PubChem BioAssay, National Center for Advancing Translational Sciences (NCATS)

These rows are one share of the data; rates above refer to the full screens.
